Compound activity from PubChem.
AmpC inh no detg – AmpC beta-lactamase inhibition without detergent. P00811. AmpC nitrocefin hydrolysis, absorbance 480 nm, 0.0001% Triton. Potency, µM (series often up to 57.1 µM), for the others: at the highest dose activity change, negative = inhibition, most hits filed as inhibitors. hit rate 0.52% among 330,000. AID 485341;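 further: potency means the concentration at half of the fitted maximal effect; plate controls were no compound for no effect and no enzyme for full effect; nearly all actives have a fitted effect of over 20% in size; some results filed as inactive show a strong effect at the top dose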
Target sequence (P00811 whole entry, looked up): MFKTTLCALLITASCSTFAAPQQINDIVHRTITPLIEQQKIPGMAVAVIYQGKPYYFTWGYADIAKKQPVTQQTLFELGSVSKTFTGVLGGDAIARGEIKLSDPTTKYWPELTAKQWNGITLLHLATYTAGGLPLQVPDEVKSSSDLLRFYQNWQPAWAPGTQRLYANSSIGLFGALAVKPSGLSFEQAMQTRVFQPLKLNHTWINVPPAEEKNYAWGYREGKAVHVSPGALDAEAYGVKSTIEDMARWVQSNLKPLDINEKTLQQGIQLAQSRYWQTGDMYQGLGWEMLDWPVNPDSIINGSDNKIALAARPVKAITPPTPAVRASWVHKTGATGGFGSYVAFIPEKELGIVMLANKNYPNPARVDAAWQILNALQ
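AmpC (5.3 nM in the dispensed reagent) in 20 mM phosphate pH 7.0 with 0.01% (detergent screen) or 0.0001% Triton X-100 was preincubated with compounds for 15 min at room temperature. Nitrocefin was then added from an 800 uM solution, and hydrolysis was followed at 480 nm.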
TbPYK inhibitor – blocks Trypanosoma brucei pyruvate kinase | Potency, µM (top dose mostly 76.8 µM), for inactives: top-dose activity, negative = inhibition, hits mostly inhibitors | AID 624173 | TbPYK enzyme, Kinase-Glo Plus ATP luminescence, 45 min | hit rate 0.12% among 410,000; further: potency means the concentration at half of the fitted maximal effect; nearly all actives have a fitted effect of over 50% in size
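Enzyme and substrate buffer are dispensed first and compound is pin-transferred. ADP at 130 uM final then starts the reaction, which runs 45 min at room temperature. Detection reagent is added for 10 min before luminescence is imaged.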
LmPK inhibitor – blocks Leishmania mexicana pyruvate kinase activity | Q27686 | purified LmPK, Kinase-Glo ATP luminescence, 1 h | Potency, µM (titrated, usually from 57.5 µM), inactives show top-dose activity change, negative = inhibition, most hits filed as inhibitors | hit rate 0.37% among 290,000; further: potency means the concentration at half of the fitted maximal effect
Target sequence (Q27686 whole entry, looked up): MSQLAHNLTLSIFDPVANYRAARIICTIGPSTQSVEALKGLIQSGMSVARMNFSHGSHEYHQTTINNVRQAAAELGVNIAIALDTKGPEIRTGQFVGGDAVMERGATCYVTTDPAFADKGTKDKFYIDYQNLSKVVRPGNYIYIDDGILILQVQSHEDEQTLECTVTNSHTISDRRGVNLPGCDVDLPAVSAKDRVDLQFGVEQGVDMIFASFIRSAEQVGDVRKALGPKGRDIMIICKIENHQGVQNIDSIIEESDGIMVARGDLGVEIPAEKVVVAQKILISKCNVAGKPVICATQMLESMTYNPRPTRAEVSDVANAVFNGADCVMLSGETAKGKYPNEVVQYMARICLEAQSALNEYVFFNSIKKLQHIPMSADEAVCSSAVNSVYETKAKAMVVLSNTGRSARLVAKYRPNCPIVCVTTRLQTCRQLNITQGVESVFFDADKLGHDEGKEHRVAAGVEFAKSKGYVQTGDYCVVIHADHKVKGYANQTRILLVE
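Screened at intermediate enzyme activity to detect both inhibitors and activators: LmPK at 0.1 nM, with a 0.5 nM enzyme column as activation reference. PEP 0.5 mM, ADP 0.1 mM; ATP detected by luminescence after 1 h.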
AmpC detergent – blocks E. coli AmpC beta-lactamase in detergent assay. Potency, µM (top dose mostly 114 µM), without a hit: at the highest dose activity change, negative = inhibition, actives largely listed as inhibitors. AmpC hydrolysis of nitrocefin, absorbance 480 nm, 0.01% Triton. hit rate 0.041% among 370,000;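 further: potency means the concentration at half of the fitted maximal effect; 0% = no-compound wells and -100% = no-enzyme wells; nearly all actives have a fitted effect of over 25% in size; some results filed as inactive show a strong effect at the top dose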
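20 mM phosphate pH 7.0 + 0.01% (detergent screen) or 0.0001% Triton X-100; 5.3 nM AmpC reagent; cpd preinc 15 min RT; nitrocefin (800 uM stock) to start; A480 q20 s × 4 min; Activity was normalised to no-enzyme and no-compound control wells.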
HCMV antiviral – inhibitors of human cytomegalovirus; HFF cells, HCMV-luciferase reporter, 72 h; active compounds read low; activity change, negative = inhibition, % at 57.5 µM; hit rate 4.5% among 410,000; in the data active means activity change below about -60%; inconclusive means no clear call, values can overlap the other calls; inactive means above about -39%
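Human foreskin fibroblasts infected with luciferase-reporter HCMV at MOI 1 PFU/cell, compounds at two doses. Luciferase measured 72 h post infection; normalized to buffer-only basal and Salinomycin (10uM) controls.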
Sm TGR inh – inhibitors of Schistosoma mansoni thioredoxin glutathione reductase. purified TGR, DTNB reduction, TNB absorbance 405 nm. Potency, µM (highest dose often 114 µM), for the others: top-dose activity change, negative = inhibition, most hits filed as inhibitors. hit rate 3% among 360,000. Q962Y6. AID 485364; further: potency means the concentration at half of the fitted maximal effect; nearly all actives have a fitted effect of over 60% in size
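Kinetic colorimetric format: TGR-catalysed, NADPH-driven DTNB reduction monitored via TNB absorbance. Enzyme dispensed at 20 nM; compound exposure 15 min at room temperature before reaction start.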
AMA1-RON2 inh – inhibitors of Plasmodium falciparum AMA1-RON2 interaction; AlphaScreen AMA1-biotinylated RON2 peptide binding; Potency, µM (top dose mostly 58.2 µM), inactives show at the highest dose activity change, negative = inhibition, most hits filed as inhibitors; hit rate 0.2% among 360,000; AID 720542;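 further: potency means the concentration at half of the fitted maximal effect; 0% = vehicle wells and -100% = peptide control; nearly all actives have a fitted effect of over 45% in size; some results filed as inactive show a strong effect at the top dose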
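AMA1 (3D7) with his tag at 25 nM final met compounds first, then biotinylated RON2 peptide at 25 nM; detection used donor plus acceptor beads, 10 µg/mL apiece, read by AlphaScreen after 30 min at room temperature.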
The depositor's hits bear a star; ? = inconclusive; . = no result given; [ ] = another dose, or the depositor's remark. Unless noted, the call rests on the fitted dose curve; in most records, active means well fitted curve in the direction sought with a large enough effect; inconclusive means small, poorly fitted or top-dose-only effect, or another doubt; inactive means no such curve, though single readings can be large; an effect the other way counts as inactive or inconclusive. Unless noted, on the % scale 0 is the no-effect control and ±100 the full control effect. Rows were taken by chance; about 7.4% have a hit in one of these screens.

| SMILES | AmpC inh no detg | TbPYK inhibitor | LmPK inhibitor | AmpC detergent | HCMV antiviral | Sm TGR inh | AMA1-RON2 inh |
| --- | --- | --- | --- | --- | --- | --- | --- |
| Cc1ccc(C)c(S(=O)(=O)N(C(=O)c2ccncc2)c2ccc(OC(=O)c3ccncc3)cc2)c1 | 131.0%[activator] | -4.9% | 0.5% | 3.7% | -32.9 | 37.3%[activator] | -3.5% |
| Cn1c(=O)oc2cc(S(=O)(=O)NCC3CCCO3)ccc21 (centres undefined) | . | -5.0% | . | . | -20.0 | . | -3.1% |
| CC(CNC(=O)CC(C)(C)C)NC(=O)CC(C)(C)C (centres undefined) | -28.9% | 3.0% | 4.1% | -2.5% | 38.4 | 1.9% | ? |
| O=S(=O)(Nc1ccc2nc(-c3ccc(F)cc3)oc2c1)c1ccccc1 | . | -0.8% | . | 16.8% | 14.8 | 10.8% | . |
| Cc1c(NC(=O)CSc2ccccc2Cl)c(=O)n(-c2ccccc2)n1C | -13.8% | -0.7% | 0.5% | 3.9% | ? | -2.6% | 8.3% |
| CN(C(=O)CCNC(=O)Cn1cnc2ccccc2c1=O)c1ccc(Br)cc1 | 32.3% | 2.7% | -2.0% | -5.1% | -3.0 | -9.6% | -5.3% |
| COc1cccc(CC(=O)OCC(=O)N(C)CC(=O)Nc2ccccc2Cl)c1 | -2.6% | 3.7% | . | -3.1% | -31.1 | -5.1% | 8.5% |
| COc1ccc(-c2cc3nc(C)c(CCC(=O)NCc4ccccc4Cl)c(C)n3n2)c(OC)c1 | . | 4.5% | . | -0.6% | -3.2 | -12.0% | . |
| COc1ccc(C(NC(=O)C(C)C)c2c(O)ccc3ccccc23)cc1OC (centres undefined) | -0.6% | -22.4% | -3.2% | ? | 34.1 | -0.9% | 4.5% |
| O=C(CSc1ccc2nnc(CCNS(=O)(=O)c3ccccc3)n2n1)Nc1ccccc1C(F)(F)F | . | 2.6% | . | 4.3% | -6.6 | -12.4% | . |
| COC(=O)c1ccc(NC(=O)COC(=O)C2CC(=O)N(Cc3ccccc3)C2)cc1 (centres undefined) | 7.1% | -2.6% | -1.3% | -6.9% | 6.1 | -2.8% | -1.7% |
| Cc1cc(=O)oc(C)c1C(=O)NCc1c(F)cc(F)cc1F | -9.9% | 10.7% | -6.6% | 2.5% | -20.9 | -29.4% | -3.0% |
| Cc1nn(C/C(C#N)=N\O)c(C)[n+]1N | -19.5% | 2.0% | 4.9% | -4.0% | 2.5 | -23.4% | 30.1%[activator] |
| Cn1c(CN2CCN(CCO)CC2)c(C#N)c2ccccc21 | 1.2% | -0.9% | -8.2% | -1.2% | 37.7 | -14.0% | 5.7% |
| O=C(N/C(=C\c1cccnc1)C(=O)N1CCOCC1)c1cccc(Br)c1 | -6.1% | -9.3% | -2.5% | ? | 14.4 | 12.8% | 0.0% |
| CCn1cc(C(=O)NCCCO)c(=O)c2cc(F)c(N3CCN(C)CC3)cc21 | -8.6% | -12.8% | 1.3% | 0.5% | 18.6 | -6.5% | 4.9% |
| CC(=O)c1ccc(-c2cnc3c(NC=O)cc(-c4cccc(C(=O)N(C)C)c4)cn23)cc1 | . | -0.1% | . | . | 4.4 | . | 13.2% |
| Cc1cc(NC(=O)CSc2nc3cc(C)c(C)cc3cc2C)no1 | -42.5% | -14.8% | 4.4% | -7.6% | -26.7 | 4.6% | -4.0% |
| CC1CCN(C(=O)c2ncn(C)c2C(=O)N2CCC(C)CC2)CC1 | -3.3% | -9.2% | . | . | -5.8 | . | -1.5% |
| CC(C)Cc1ccc(C(C)C(=O)OCC(=O)c2c[nH]c3ccccc23)cc1 (centres undefined) | -34.1% | -1.8% | 2.5% | -2.0% | -1.7 | 2.1% | -1.5% |
| Cc1ccc(-n2ncc3c2CCCC3NC(=O)CCn2ccnc2C)cc1C (centres undefined) | . | -1.4% | . | . | -25.4 | . | -3.9% |
| COc1cc(C(=O)Nc2sc3c(c2C(=O)O)CCC3)cc(OC)c1OC | -15.6% | 3.1% | 0.2% | -5.2% | 10.0 | -19.6% | 2.9% |
| CC1Nc2ncnc(N3CCN(c4ccccc4)CC3)c2N(Cc2ccccc2)C1=O (centres undefined) | 34.2% | -2.6% | . | -1.1% | -24.5 | -0.1% | -1.0% |
| Cn1c(=O)c2c([nH]c(=O)n2C)n(C)c1=O | -5.6% | 0.4% | -4.7% | 6.1% | 38.0 | -3.5% | -1.1% |
| Cc1cc(S(=O)(=O)N2CCN(c3c(C)cccc3C)CC2)ccc1F | -16.9% | -0.5% | 0.8% | -11.3% | 2.2 | -12.6% | 17.9% |

Overlap with the part before: three entries, followed by the next part.
| SMILES | AmpC inh no detg | TbPYK inhibitor | LmPK inhibitor | AmpC detergent | HCMV antiviral | Sm TGR inh | AMA1-RON2 inh |
| --- | --- | --- | --- | --- | --- | --- | --- |
| CC1Nc2ncnc(N3CCN(c4ccccc4)CC3)c2N(Cc2ccccc2)C1=O (centres undefined) | 34.2% | -2.6% | . | -1.1% | -24.5 | -0.1% | -1.0% |
| Cn1c(=O)c2c([nH]c(=O)n2C)n(C)c1=O | -5.6% | 0.4% | -4.7% | 6.1% | 38.0 | -3.5% | -1.1% |
| Cc1cc(S(=O)(=O)N2CCN(c3c(C)cccc3C)CC2)ccc1F | -16.9% | -0.5% | 0.8% | -11.3% | 2.2 | -12.6% | 17.9% |
| CCOC(=O)c1sc(-c2ccccc2)cc1NC(=O)Nc1ccc([N+](=O)[O-])cc1 | -19.3% | 2.4% | 2.1% | ? | -7.4 | 6.4% | 1.2% |
| NC(=O)c1nsc(C(=O)N(c2ccccc2F)C(C(=O)NCc2ccccc2)c2ccc(O)cc2)c1N (centres undefined) | ? | -1.5% | -0.2% | 2.3% | -8.3 | 0.9% | 13.4% |
| O=C(Nc1cc(Sc2ccccn2)cc([N+](=O)[O-])c1)c1ccc(Cl)cc1 | 31.6µM* | -2.8% | -0.3% | -2.5% | -17.6 | 10.0% | -20.9% |
| Cc1ccc(NC(=O)c2ccccc2-c2ccccc2C(=O)O)cc1C | -9.7% | -6.8% | -0.9% | 3.3% | ? | -0.3% | 6.8% |
| COC(=O)c1c(NC(=O)/C=C/c2ccc(OC)cc2)sc2c1CCC2 | . | 2.8% | . | 10.7% | -17.0 | -1.7% | . |
| Cc1ccc(-n2nnnc2SCC(=O)NNC(=O)c2ccco2)c(C)c1 | -15.3% | 3.6% | -5.9% | -6.9% | 22.1 | -35.5% | 4.4% |
| CC1(N2CCOCC2)CC2(O)C(=[N+]1[O-])CCc1nonc12 (centres undefined) | -23.1% | . | 3.3% | -1.9% | . | ? | . |
| COc1ccc(-n2nc3c(c2NC(=O)COc2cccc(OC)c2)CS(=O)(=O)C3)cc1 | -41.1% | -11.0% | -14.3% | ? | 18.6 | 31.6µM* | -2.5% |
| CCOC(=O)N1CCN(CC(=O)N2CCC(C(N)=O)CC2)CC1 | -14.9% | 1.7% | -3.6% | ? | -14.2 | -9.0% | -1.7% |
| Cc1ccc(C)c(-n2nnnc2Sc2nnnn2-c2ccccc2)c1 | -21.3% | 6.2% | 4.2% | -16.9% | -97.4* | -2.2%[11.4 µM] | -1.9% |
| Fc1ccc(C2N(c3ccccc3)C(=S)N3CCCN23)cc1 (centres undefined) | -0.3% | 0.7% | 5.9% | -1.2% | 20.1 | 11.5% | 12.2% |
| CCOc1cc(NC(=O)C2CCCCC2)c(OCC)cc1NC(=O)c1ccccn1 | -8.4% | -1.0% | 0.8% | -3.1% | ? | . | -12.6% |
| COC(=O)CSc1nnc(-c2ccccc2OC)o1 | -14.6% | -3.6% | -12.8% | ? | 36.7 | 5.1% | 5.8% |
| COc1cc(C(=O)NCC2CCCO2)ccc1OCc1c(C)noc1C (centres undefined) | -17.6% | -7.7% | -2.7% | -14.6% | 39.5 | 0.0% | 3.4% |
| NC(=O)c1ccc(Cn2c(C(=O)c3ccc(Cl)cc3)c3ccccc3[n+]2[O-])cc1 | -11.9% | 1.0% | . | -4.4% | -8.7 | -5.5% | 6.0% |
| Cc1ccc(NC(=O)CSc2n[nH]c(C)c2[N+](=O)[O-])cc1 | -19.0% | 2.5% | 0.1% | -3.1% | -19.6 | -6.1% | -7.9% |
| O=C(NCCN1CCOCC1)c1ccc(=O)n(Cc2ccc(Cl)cc2)c1 | -21.8% | 0.8% | -1.2% | 5.5% | -31.8 | -28.1% | -10.2% |
| O=C(CSc1ncn(-c2ccccc2)n1)Nc1nc(-c2ccccc2)cs1 | -58.3% | -13.9% | 3.7% | 1.3% | -23.3 | 0.3% | 4.8% |
| O=C(NCCc1ccc(Cl)cc1)c1nnc(Cc2ccc(F)cc2)o1 | . | -3.2% | . | 3.8% | -7.6 | 3.2% | . |
| CCCCOC(=O)NS(=O)(=O)c1sc(CC(C)C)cc1-c1ccc(Cn2c(CC)nc3c(C)cc(C)nc32)cc1 | 91.0%[activator] | . | . | ? | . | 6.8% | . |
| CCOc1ccccc1CN1CCN(Cc2ccc3cc(F)ccc3n2)CC1CCO (centres undefined) | 88.4%[activator] | -5.1% | -10.4% | ? | 60.3 | 35.5µM* | 3.6% |
| CCOC(=O)N1CCN(C(=O)CSCc2ccccc2)CC1 | -23.0% | -5.9% | 0.6% | -19.4% | -13.5 | 2.5% | 4.5% |
| O=C(CSCCOc1ccccc1)NCc1ccncc1 | -19.0% | -9.6% | 8.8% | 5.4% | -11.8 | -4.2% | -14.3% |
| CCOC(=O)c1cnn(CCOC(=O)c2ccccc2)c1NC(=O)c1ccccc1 | -4.7% | 0.5% | -0.7% | -9.2% | -22.8 | -16.0% | -9.1% |
| O=C(CSc1ccc(-c2cccs2)nn1)Nc1ccccc1C(F)(F)F | . | 0.6% | . | 26.6% | -25.4 | 0.2% | . |
| COc1cc2ccccc2cc1C(=O)Nc1ccc(O)cc1 | -44.1% | -0.3% | 3.9% | -4.2% | 69.0 | 1.1% | -0.7% |
| Cc1ccc(NC(=O)C2CC(=O)N(c3ccc(OC(C)C)cc3)C2)cc1 (centres undefined) | . | -1.0% | . | -1.0% | -20.7 | -1.0% | . |
| O=C(O)CCCNC(=O)/C(=C\c1ccc(Cl)cc1)NC(=O)c1ccccc1Br | -7.7% | -21.4% | 0.1% | -4.9% | -1.1 | . | 7.0% |
| Cc1ccc(COC(=O)c2cc(S(=O)(=O)N3CCOCC3)ccc2C)cc1 | 36.1% | -1.8% | . | 1.4% | -12.3 | -8.6% | 12.2% |
